From PubChem BioAssay
FUS yeast rescue: FUS proteinopathy suppression in yeast | S. cerevisiae FUS-expressing, growth rescue, OD600, 24 h | Potency, µM (series often up to 76.6 µM), for the others: at the highest dose growth rescue (activation), usual class: activators | 0.24% of 390,000 active | AID 1347120;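 note: plate controls were DMSO vehicle for no effect and reference control for full effect; nearly all actives have a fitted effect of over 55% in size; some results filed as inactive show a strong effect at the top dose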
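FUS-expressing yeast, raffinose-pregrown, induced in 2% galactose minimal medium at OD 0.005; compounds in a dilution series, 24hr at 30C. Growth restoration read as absorbance at 600 nm. CP55940 positive control, DMSO negative.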
Abeta yeast res: restores growth of yeast expressing A-beta42 peptide | yeast expressing A-beta42, growth rescue, OD600, 48 h; response scale: 0% DMSO, 100% iron-clioquinol control | Potency, µM (doses to about 46.1 µM), for inactives: top-dose growth rescue, usual class: activators | 0.063% of 410,000 active; note: nearly all actives have a fitted effect of over 55% in size
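Yeast A-beta toxicity model in growth medium with pinned compounds, 48 h at 30 C; growth read as absorbance at 600 nm. Normalized to FeCl3/clioquinol equimolar mix (positive) and DMSO (negative).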
* marks the source's active call; other numbers are inactive results; ? = inconclusive; [ ] = dose if it differs, or a comment. Calls come from the whole dose curve; as a rule, active = well fitted activation curve with a large enough effect; inconclusive = small, poorly fitted or top-dose-only effect; inactive = no such curve, though single readings can be large or run the other way. Potency is the fitted concentration of half-maximal effect. A portion of the library (hit frequency here may not be typical).

SMILES	FUS yeast rescue	Abeta yeast res
Cc1ccc(C(=O)N2CCc3cc(CNC(=O)CCc4ccccc4)ccc32)cc1	21%	-10%
COc1ccc(NC(=O)NCCn2nnc3cc(S(=O)(=O)N(C)C)ccc32)cc1	4%	5%
Cc1nn(C(C)(C)C)c(OC(=O)C(C)(C)C)c1Sc1ccccc1	3%	-2%
COc1ccc(-c2cc(-c3ccc4c(c3)NC(=O)CO4)nc3c2COc2ccc(C)cc2-3)cc1	-1%	-7%
Cc1ccc(CN(Cc2ccco2)C(=O)c2ccccc2Br)o1	10%	-9%
COc1ccccc1CC(=O)Nc1ccc2nc(Nc3cccc(C(F)(F)F)c3)cc(C)c2c1	?	0%
CCOc1ccc(NC(=O)Cn2cnc3c(oc4ccccc43)c2=O)cc1	-24%	0%
COC(=O)c1c(C)sc(-c2c(-c3cccc(Cl)c3)[nH]c3c2c(=O)[nH]c(=O)n3C)c1O	16%	-8%
Cn1c(=O)c2sccc2n2c(CCC(=O)Nc3ccc(F)cc3)nnc12	-9%	-13%
CCOc1ccc(CCNC(=O)CSCc2nc(-c3cccc(C)c3)oc2C)cc1OCC	44%	-3%
CCc1nn2c(=O)cc(COC(=O)c3ccc(NC(=O)COc4ccccc4C)cc3)nc2s1	-1%	-6%
CCOC(=O)Cc1cc(C(=O)Nc2ccc(Br)cc2)sc1-c1ccc(C)cc1	-22%	-6%
Cc1ccccc1C(=O)Nc1ccc2nc(SCCOc3ccccc3)sc2c1	-1%	-20%
Cc1c(CCC(=O)N2CCCCC2)c(=O)oc2cc3occ(C(C)(C)C)c3cc12	-20%	-31%
Cc1ccn2c(Nc3ccc4c(c3)OCO4)c(-c3ccc(Cl)cc3)nc2c1	21%	-8%
Cn1c(SCC(=O)N2CCCc3ccccc32)ncc(C(=O)Nc2ccccc2)c1=O	-4%	-5%
CCc1cccc(CC)c1NC(=O)c1c(C)oc2ccc(O)c(CN3CCN(C)CC3)c12	-5%	-8%
O=C(NC1CC(=O)N(c2ccc(F)cc2)C1)C1CC1 (centres undefined)	9%	-12%
CC(NC(=O)c1ccc2c(c1)CCN2S(C)(=O)=O)c1ccccc1 (centres undefined)	1%	-13%
CC1CCCCN1C(=O)CSc1nnc(-c2cccc(Cl)c2)o1 (centres undefined)	24%	1%

Exported in markdown: entries from further up
| Compound | FUS yeast rescue | Abeta yeast res |
| --- | --- | --- |
| Cc1nn(C(C)(C)C)c(OC(=O)C(C)(C)C)c1Sc1ccccc1 | 3% | -2% |
| Cc1ccc(CN(Cc2ccco2)C(=O)c2ccccc2Br)o1 | 10% | -9% |
| Cn1c(SCC(=O)N2CCCc3ccccc32)ncc(C(=O)Nc2ccccc2)c1=O | -4% | -5% |
| COc1ccc(-c2cc(-c3ccc4c(c3)NC(=O)CO4)nc3c2COc2ccc(C)cc2-3)cc1 | -1% | -7% |
| CCOc1ccc(CCNC(=O)CSCc2nc(-c3cccc(C)c3)oc2C)cc1OCC | 44% | -3% |
| Cc1ccc(C(=O)N2CCc3cc(CNC(=O)CCc4ccccc4)ccc32)cc1 | 21% | -10% |
| CC(NC(=O)c1ccc2c(c1)CCN2S(C)(=O)=O)c1ccccc1 (centres undefined) | 1% | -13% |

Remaining list, next part
SMILES	FUS yeast rescue	Abeta yeast res
CCOc1ccc(-n2nc(CO)c(C(=O)NCc3cccc(OC)c3)n2)cc1	11%	20%
COc1ccc(Cl)cc1NC(=O)c1sc(-n2nc(C)c(Cc3ccccc3)c2C)nc1C	10%	-24%
O=C(CN1C(=O)CCSc2ccc(S(=O)(=O)N3CCCC3)cc21)Nc1cccc(Cl)c1	2%	-2%
Fc1ccc(-c2nc(Nc3ccc(F)c(Cl)c3)nc3c2COc2ccccc2-3)cc1	3%	0%
Cc1cccc(NC(=O)C(NS(=O)(=O)c2cccc3nsnc23)c2ccccc2)c1C (centres undefined)	-6%	-21%
Cc1cccc(CSc2nnc(CCCCCN)o2)c1	-19%	-17%
Cc1cc(N2CCCCC2)nc2ccc(NC(=O)/C=C/c3ccc(OCCC(C)C)cc3)cc12	-19%	5%
Cc1ccc(C(=O)Nc2ccc(OCc3cc(=O)n4c5c(sc4n3)CCCC5)cc2)cc1	-7%	-1%
Cc1ccc2nc(-c3cccc(NC(=O)CSc4ccc(Cl)cc4)c3)oc2c1	15%	8%
CCOc1ccc(N2CC(NC(=O)C(=O)c3c[nH]c4ccccc34)CC2=O)cc1 (centres undefined)	?	-4%
COCCNc1cc(N2CCN(C3CCCCC3)CC2)c2noc3c2c1C(=O)c1ccccc1-3	5%	-15%
CCOC(=O)c1cc(-c2ccc(C)cc2)nn1Cc1ccccc1	-21%	-5%
O=C(OCc1cc(=O)n2nc(-c3cccs3)sc2n1)c1cccc(F)c1	19%	-6%
CCN1C(=O)c2ccccc2S(=O)(=O)c2ccc(C(=O)NCc3ccc(F)cc3)cc21	39%	3%
CC(=O)N1CCC2(CC1)OC(=O)C(C)=C2C(=O)NCc1ccc(Cl)cc1	-3%	9%
CCCOc1ccccc1-c1nc(SCC(=O)c2ccccc2)n[nH]1	37%	-9%
CC(C)(C)c1ccc(C(=O)N2CCC(c3noc(-c4ccc(S(=O)(=O)N5CCCC5)cc4)n3)CC2)cc1	17%	-13%
COc1ccc(-c2nnc(SCC(=O)N(C)Cc3ccccc3)o2)cc1OC	10%	-16%
O=C(CCCn1c2ccccc2c(=O)c2ccccc21)Nc1cccc(Cl)c1	?	-8%
COc1ccc(CCNC(=O)C2c3ccccc3C(=O)N2Cc2ccccc2)cc1OC (centres undefined)	18%	-4%
CCN(Cc1ccccc1)C(=O)c1cn(-c2cccc(OC)c2)c(=O)c2ccccc12	24%	-10%
Cc1cc(=O)n(CC(=O)NC(C)c2ccccc2)c2c1c(C)nn2-c1cccc(F)c1 (centres undefined)	-29%	-12%
O=C(CSc1ncc(S(=O)(=O)c2ccc(Br)cc2)c(=O)[nH]1)Nc1ccc2c(c1)OCCO2	0%	-17%
Cc1cccc(NC(=O)CSc2nccn2-c2cccc(Cl)c2)c1C	14%	?
COc1ccc(N2CC(NC(=O)C3CCCCC3)CC2=O)cc1OC (centres undefined)	-8%	0%
CCC(=O)Nc1cccc(OCc2cc(=O)n3cc(C)ccc3n2)c1	-11%	-7%
CN(Cc1ccccc1)S(=O)(=O)c1nnc(NC(=O)c2cccc(Cl)c2)s1	0%	-15%
O=C(Cc1ccccc1)Nc1sc2c(c1C(=O)Nc1ccccc1Cl)CCC2	-10%	-2%
Cc1ccc(NC(=O)Cn2c(=O)n(CCCCCC(=O)NCc3ccc(F)cc3)c(=O)c3sccc32)cc1C	-26%	7%
Cc1ccc(NC(=O)CN2C(=O)CCc3ccccc32)cc1C	-12%	1%
Cc1cccc(Cn2c(C)c(C)c3cc(C(=O)NCc4ccco4)ccc32)c1	14%	3%
CCCN(CCC)CC(O)Cn1cc(/C=C/C(=O)c2ccc(Br)cc2)c2ccccc21 (centres undefined)	4%	-14%
CN(CC(=O)NCc1ccc(F)cc1)S(=O)(=O)c1ccc2[nH]c3c(c2c1)CCCC3	-4%	-23%
COc1cc(Cl)c(C)cc1NC(=O)CCc1c(C)nc2c3cccnc3nn2c1C	-20%	-10%
COc1ccccc1Nc1c2c(nc3ccc(NC(=O)c4ccccc4F)cc13)CCCC2	-3%	-12%
Cc1ccc(NC(=O)c2c(NC(=O)C(F)(F)F)sc3c2CCCCC3)cc1	7%	-7%
Cc1cccc(NS(=O)(=O)c2ccc3oc(=O)c4ncn(C)c4c3c2)c1C	2%	-19%
COCCNC(=O)CCN1C(=O)c2cccnc2Oc2ccc(C)cc21	-2%	-4%
Cc1c(Cl)cccc1NC(=O)c1oc2ccc(S(=O)(=O)N3CCC4(CC3)OCCO4)cc2c1C	30%	6%
Cc1ccc(N(CC(=O)NCc2ccc(OC(C)C)cc2)S(=O)(=O)N(C)C)cc1	3%	-4%
COc1ccc(Cl)cc1NC(=O)CSC1=Nc2ccccc2C2=NC(CC(=O)NCc3ccc4c(c3)OCO4)C(=O)N12 (centres undefined)	?	13%
Cc1cc(Nc2nc3ccccc3c3nnc(C)n23)ccc1Br	8%	-13%
CCc1ccc2oc(-c3ccc(C)c(NC(=O)c4cc([N+](=O)[O-])ccc4N4CCOCC4)c3)nc2c1	2%	19%
Cc1ccc(Nc2ccc3cc(S(=O)(=O)N4CCCCC4)ccc3n2)cc1F	-6%	?
Cc1cc(C)n(CCc2nc3c4ccccc4nc(N4CCN(c5ccccc5F)CC4)n3n2)n1	2%	-16%
Cc1ccc(C2C=C(c3ccccc3)Nc3nc(NS(=O)(=O)c4ccc(C)cc4)nn32)cc1 (centres undefined)	24%	-17%
Clc1ccc(CSc2nc(NCCc3ccccc3)c3ccccc3n2)cc1	11%	-21%
CC(=O)c1cccc(NC(=O)CN2C(=O)c3ccccc3Sc3ncccc32)c1	29%	-16%
CC(=O)OC1=CN(Cc2ccccc2)S(=O)(=O)c2ccccc21	4%	32%
O=C(c1ccc(F)cc1)N1CCC(c2nc3ccccc3s2)CC1	26%	-2%
COc1ccc(Cn2cc(C(=O)c3ccc(Cl)cc3)c(=O)c3cc4c(cc32)OCO4)cc1	40%	11%
O=C(Nc1ccc(F)cc1F)N1CCN(c2ccc(Cl)c(Cl)c2)CC1	19%	-7%
Cc1ccc(O)c(NC(=O)c2cc(-c3ccc4c(c3)OCO4)on2)c1	4%	-5%
Cc1ccc(OCC(=O)NCC(c2ccc(Cl)cc2)N2CCCCC2)cc1 (centres undefined)	10%	5%
CC(=O)Nc1ccc(NC(=O)CN(C)S(=O)(=O)c2ccc3c(c2)CCCC(=O)N3)cc1	-10%	-16%
Cc1oc2ccc(O)c(CN3CCOCC3)c2c1C(=O)Nc1cccc(C(F)(F)F)c1	0%	-18%
CCc1ccc(-n2nc(C)c3c(C(=O)N4CCN(c5cccc(Cl)c5)CC4)cc(C)nc32)cc1	-14%	-2%
O=C(Nc1c(C(=O)Nc2cccc(F)c2)oc2ccccc12)c1cc2ccccc2o1	-4%	-2%
Cc1nc(N2CCCC2)ncc1C(=O)Nc1ccccc1	-16%	-4%
CCN1C(=O)C(O)(c2c[nH]c3ccccc23)c2cc(Br)ccc21 (centres undefined)	32%	3%
Remaining list, next part
SMILES	FUS yeast rescue	Abeta yeast res
COCCNC(=O)CSc1nnc2[nH]c(=O)cc(C)n12	-16%	-13%
COCCCNC(=O)c1cnn(-c2ccc(F)cc2F)c1C1CCNCC1	-12%	-22%
Cc1c(Cl)cccc1NC(=O)C1CCCN(c2ncnc3onc(C)c23)C1 (centres undefined)	10%	-13%
CCOC(=O)C1CCC(CN(Cc2ccc(Cl)cc2)S(=O)(=O)c2ccc(Br)cc2)CC1 (centres undefined)	-16%	-8%
CCOc1ccc(-c2cc(C(=O)NCCc3ccc(Cl)cc3)c3ccccc3n2)cc1	-14%	-3%
COc1ccc(-c2nc3n(n2)C(c2ccccc2OC)C(C(=O)Nc2cccnc2)=C(C)N3)cc1 (centres undefined)	17%	-8%
COc1ccc(-c2nnc(SCC(=O)Nc3cccc(C)c3)s2)cc1	-7%	-9%
Cc1ccc(Nc2cc(C(=O)NC3CCCC3)c3ccccc3n2)c(C)c1	-19%	-2%
Cc1ccc(NC(=O)CSc2ccc3nnc(CCNS(=O)(=O)c4ccccc4)n3n2)cc1Cl	35%	-8%
CCOC(=O)C1CCCN(C(=O)C2CCN(S(=O)(=O)c3c(C)noc3/C=C/c3ccc(C)cc3)CC2)C1 (centres undefined)	?	-46%[inhibitor]
O=C(Nc1ccc(Cl)c(-c2nc3ccccc3o2)c1)c1cccc2c(Cl)cccc12	-10%	-9%
Cn1c(=O)c2c(nc(N3CCOCC3)n2Cc2ccccc2F)n(C)c1=O	-18%	-15%
Cn1c(=O)c2sccc2n2c(CCC(=O)NCc3ccc(Cl)cc3)nnc12	-8%	2%
CCc1ccccc1NC(=O)C1CCCN(C(=O)c2cnn(-c3ccccc3)c2-n2cccc2)C1 (centres undefined)	28%	-4%
COc1ccc(C(CC(=O)Nc2cc(Cl)c(OC)cc2OC)N2Cc3ccccc3C2=O)cc1 (centres undefined)	36%	-9%
CSc1nc2sc3c(c2c(=O)n1-c1ccccc1)CCC(C(C)(C)C)C3 (centres undefined)	-21%	-10%

Full records, quoted from the list. Values in the order: FUS yeast rescue | Abeta yeast res
Cn1c(=O)c2c(nc(N3CCOCC3)n2Cc2ccccc2F)n(C)c1=O across the screens: -18% | -15%
CSc1nc2sc3c(c2c(=O)n1-c1ccccc1)CCC(C(C)(C)C)C3 (centres undefined) across the screens: -21% | -10%
COc1ccc(-c2nc3n(n2)C(c2ccccc2OC)C(C(=O)Nc2cccnc2)=C(C)N3)cc1 (centres undefined) across the screens: 17% | -8%
CCOC(=O)C1CCC(CN(Cc2ccc(Cl)cc2)S(=O)(=O)c2ccc(Br)cc2)CC1 (centres undefined) across the screens: -16% | -8%

Five records picked at random from those above:
SMILES	FUS yeast rescue	Abeta yeast res
COCCCNC(=O)c1cnn(-c2ccc(F)cc2F)c1C1CCNCC1	-12%	-22%
COc1ccc(-c2nnc(SCC(=O)Nc3cccc(C)c3)s2)cc1	-7%	-9%
COc1ccc(-c2nc3n(n2)C(c2ccccc2OC)C(C(=O)Nc2cccnc2)=C(C)N3)cc1 (centres undefined)	17%	-8%
Cn1c(=O)c2c(nc(N3CCOCC3)n2Cc2ccccc2F)n(C)c1=O	-18%	-15%
Cc1ccc(Nc2cc(C(=O)NC3CCCC3)c3ccccc3n2)c(C)c1	-19%	-2%
